# D2 PAM = HTS Assay for Positive Allosteric Modulators of the Human D2 Dopamine Receptor: Primary Screen for Potentiators. potentiation, % at 10 µM. D(2) dopamine receptor (Homo sapiens), P14416. AID 485347, 2010. hit rate 0.34% among 340,000. HEK293 T-REx D2, calcium flux, EC20 dopamine potentiation;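 active means potentiation over 3 SD above the plate norm, cut at about 30% in these data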; further: 0% is about no effect
# Target sequence (P14416 whole entry, looked up): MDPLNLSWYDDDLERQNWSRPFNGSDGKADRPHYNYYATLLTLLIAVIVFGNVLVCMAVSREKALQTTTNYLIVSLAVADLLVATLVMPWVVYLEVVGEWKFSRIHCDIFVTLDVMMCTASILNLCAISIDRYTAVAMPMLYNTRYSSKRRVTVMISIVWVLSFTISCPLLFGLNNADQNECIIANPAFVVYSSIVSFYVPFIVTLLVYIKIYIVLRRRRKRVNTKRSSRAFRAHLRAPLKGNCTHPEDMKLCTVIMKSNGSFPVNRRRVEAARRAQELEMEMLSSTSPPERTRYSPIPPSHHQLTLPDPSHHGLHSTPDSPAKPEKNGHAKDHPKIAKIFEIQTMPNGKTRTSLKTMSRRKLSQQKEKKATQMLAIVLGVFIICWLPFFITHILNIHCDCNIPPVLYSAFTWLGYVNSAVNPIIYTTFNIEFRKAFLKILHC
#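 Tetracycline-induced Hek293 Trex D2 cells, force-coupled to calcium, loaded with no-wash calcium dye. Compound added with 180 s kinetic read for agonism, then EC20 dopamine and a further 180 s read for potentiation.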
# RXFP1 antag = qHTS Assay for Antagonists of the Relaxin Receptor RXFP1. Relaxin receptor 1 (Homo sapiens), Q9HBX9. HEK293-RXFP1, relaxin-stimulated cAMP HTRF, 30 min; active compounds read low. activity change, negative = inhibition, % at 57.5 µM. hit rate 0.59% among 350,000. AID 1259400, 2018;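 active means activity change of -60% or lower, but not beyond a set lower limit; inconclusive means change between -60% and -40%, or beyond the set limit; inactive means change above -40%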; further: on the % scale 0 is the no-effect control and ±100 the full control effect
# D2 ag = HTS Assay for Allosteric Agonists of the Human D2 Dopamine Receptor: Primary Screen for Agonists; D(2) dopamine receptor (Homo sapiens), P14416; HEK293 T-REx D2 cells, calcium flux agonist mode; activation, % at 2 µM; hit rate 0.53% among 340,000;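 active means activation over 3 SD above normal in the single-dose calcium agonist read, cut at about 30% in these data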; further: 0% is about no effect
#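 In this primary screen, compounds producing a positive calcium signal within 180 s of addition to tetracycline-induced, force-coupled HEK293 Trex D2 cells are flagged; cells are dye-loaded with a no-wash calcium kit beforehand.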
# D1 ag = Allosteric Agonists of the Human D1 Dopamine Receptor: qHTS; hit rate 1% among 360,000; activation, % at 2 µM; AID 504660, 2011; HEK293 T-REx D1 cells, calcium flux, agonist mode; in the data active means activation above about 30%; further: 0% is about no effect
# Target sequence (P21728 whole entry, looked up): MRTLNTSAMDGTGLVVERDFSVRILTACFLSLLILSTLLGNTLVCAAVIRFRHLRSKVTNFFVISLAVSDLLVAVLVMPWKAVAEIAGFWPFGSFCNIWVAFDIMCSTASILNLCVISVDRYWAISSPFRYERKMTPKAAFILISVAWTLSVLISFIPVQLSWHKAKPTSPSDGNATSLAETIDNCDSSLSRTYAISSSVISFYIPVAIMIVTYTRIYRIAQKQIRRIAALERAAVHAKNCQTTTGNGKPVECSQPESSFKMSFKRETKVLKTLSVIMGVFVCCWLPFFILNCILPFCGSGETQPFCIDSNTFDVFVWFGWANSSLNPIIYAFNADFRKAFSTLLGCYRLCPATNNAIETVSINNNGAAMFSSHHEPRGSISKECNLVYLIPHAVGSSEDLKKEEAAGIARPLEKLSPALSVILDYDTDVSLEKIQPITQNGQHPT
#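 Inducible HEK293 T-REx D1 cells, force-coupled to calcium signalling, were plated at 4000 cells/well with tetracycline and held overnight at 30 C. After no-wash calcium dye loading, compound-evoked calcium rise over 180 s flagged agonists.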
# RXFP1 ag = qHTS Assay for Agonists of the Relaxin Receptor RXFP1 | Potency, µM (highest dose often 57.5 µM), without a hit: top-dose activation, most hits filed as activators | hit rate 0.3% among 370,000 | AID 2676, 2010 | Relaxin receptor 1 (Homo sapiens), Q9HBX9 | HEK293T-RXFP1 cAMP TR-FRET, 30 min; response scale: percent of porcine relaxin response, buffer zero; active means well fitted activation curve with a large enough effect; inconclusive means small, poorly fitted or top-dose-only effect; further: potency means the concentration at half of the fitted maximal effect; on the % scale 0 is the no-effect control and ±100 the full control effect; nearly all actives have a fitted effect of over 60% in size; many of its hits are not listed in these tables
#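 HEK293T cells stably expressing RXFP1 were pretreated with the PDE4 inhibitor Ro 20174, exposed to compounds for 30 min at 37C, lysed, and cAMP was read by TR-FRET. Data normalized to buffer (basal) and 29 nM porcine relaxin (100%).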
# D1 antag = Antagonist of Human D 1 Dopamine Receptor: qHTS. hit rate 3.2% among 360,000. D(1A) dopamine receptor (Homo sapiens), P21728. AID 504652, 2011. activity change, negative = inhibition, % at 10 µM. HEK293 TREx D1 cells, calcium flux, dopamine EC80; active compounds read low; in the data active means activity change below about -30%; further: on the % scale 0 is the no-effect control and ±100 the full control effect
#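 Cells carrying a force-coupled, tetracycline-inducible human D1 receptor report calcium flux. Each well gets a 10 s baseline, compound with 180 s monitoring, then an EC80 dopamine stimulus with a second 180 s kinetic read.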
# TRHR enhancer = qHTS for Small Molecule Agonists and Allosteric Enhancers of Human TRH Receptor: Primary Screen for Enhancers | Thyrotropin-releasing hormone receptor (Homo sapiens), P34981 | TRHR cells, fluo-8 calcium fluorescence, EC20 TRH enhancement | enhancement, % at 2 µM | hit rate 0.66% among 360,000; in the data active means enhancement above about 30%; further: 0% is about no effect
#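 TRHR-expressing cells loaded with fluo-8 calcium dye were read kinetically (ex 480/em 530) during compound addition, then stimulated with an EC20 of TRH (10 nM final). Enhancement of the Gq-mediated intracellular calcium response was scored.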
# D1 PAM = Potentiators of Human D1 Dopamine Receptor: qHTS. D(1A) dopamine receptor (Homo sapiens), P21728. HEK293 TREx D1 cells, calcium flux, dopamine EC20 potentiation. potentiation, % at 10 µM. hit rate 0.036% among 360,000. AID 504651, 2011; in the data active means potentiation above about 30%; further: 0% is about no effect
# D2 antag = HTS Assay for Allosteric Antagonists of the Human D2 Dopamine Receptor: Primary Screen for Antagonists. HEK293 TREx D2 cells, calcium flux, dopamine EC80. inhibition, % at 10 µM. hit rate 2% among 340,000. D(2) dopamine receptor (Homo sapiens), P14416. AID 485344, 2010; in the data active means inhibition above about 30%; further: 0% is about no effect
#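 Read-out: kinetic calcium fluorescence (1 cycle/s) in inducible HEK293 T-REx D2 cells after an EC80 dopamine addition that followed 180 s compound preincubation. Loss of the dopamine response indicates antagonism.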
# * hit, by the source's call; ? = inconclusive; · = not tested or not shown.
SMILES	D2 PAM	RXFP1 antag	D2 ag	D1 ag	RXFP1 ag	D1 antag	TRHR enhancer	D1 PAM	D2 antag
O=[N+]([O-])c1cccc(-c2noc(-c3cccs3)n2)c1	-7	-2	-0.7	3	-2.0%	-3	-7	0	9
Cc1ccc(N(C(=O)c2ccc(S(=O)(=O)N3CCOCC3)cc2)C2C=CS(=O)(=O)C2)cc1C (stereo not given)	-4	·	0.4	1	-1.2%	15	18	-6	14
COc1cc(/C=C2\OC(=O)c3c(OC)cccc32)ccc1O	10	3	1.5	5	1.4%	4	-11	5	17
O=C(Nc1ccccc1C(=O)NC(Cc1ccccc1)C(=O)NC1CCCCCC1)c1ccccc1 (stereo not given)	-4	0	-0.1	6	4.0%	-3	1	-8	6
Nc1c(C(=O)Nc2ccc(Cl)cc2)oc2ccccc12	-6	·	-0.2	1	2.7%	-4	-2	-1	1
Cc1cccc(NC(=O)CCS(=O)(=O)c2ccc(Cl)cc2)c1	3	2	-1.4	4	0.3%	14	-2	8	7
CCc1ccc(S(=O)(=O)Nc2cc3c(cc2C)n(C)c(=O)c(=O)n3C)cc1	-11	·	-0.3	-1	8.6%	-6	-2	-6	·
CN(C)c1ccc(C(=O)N2CC(=O)N(CCc3ccccc3)C(=O)C2)cc1	4	0	-0.2	2	-0.7%	10	-6	-1	-3
CCc1ccccc1NC(=O)Cn1nnc(-c2nc(-c3ccncc3)no2)c1N	-1	2	0.8	-2	6.4%	9	-2	-1	·
Cn1c(SCC(=O)Nc2ccccc2C(F)(F)F)nc2c(c1=O)SCC2	-6	-14	0.8	16	-1.9%	-4	-7	-3	1
CC(=O)c1cccc(Nc2cc(C)nc3c(C)cccc23)c1	-10	-13	-1.9	0	-0.3%	-66*	8	-5	-20
COc1ccc(C2/C=C\CN(S(=O)(=O)c3cccc4cccnc34)CC(=O)N2Cc2ccc(F)cc2)cc1 (stereo not given)	-3	·	0.5	3	0.0%	-10	-7	0	-9

# Profiles, quoted from the list. Values in the order: D2 PAM	RXFP1 antag	D2 ag	D1 ag	RXFP1 ag	D1 antag	TRHR enhancer	D1 PAM	D2 antag
# O=[N+]([O-])c1cccc(-c2noc(-c3cccs3)n2)c1 in the list: -7	-2	-0.7	3	-2.0%	-3	-7	0	9
# Nc1c(C(=O)Nc2ccc(Cl)cc2)oc2ccccc12 in the list: -6	·	-0.2	1	2.7%	-4	-2	-1	1
# COc1cc(/C=C2\OC(=O)c3c(OC)cccc32)ccc1O in the list: 10	3	1.5	5	1.4%	4	-11	5	17
# Cc1cccc(NC(=O)CCS(=O)(=O)c2ccc(Cl)cc2)c1 in the list: 3	2	-1.4	4	0.3%	14	-2	8	7
# CN(C)c1ccc(C(=O)N2CC(=O)N(CCc3ccccc3)C(=O)C2)cc1 in the list: 4	0	-0.2	2	-0.7%	10	-6	-1	-3

# (next part)
SMILES	D2 PAM	RXFP1 antag	D2 ag	D1 ag	RXFP1 ag	D1 antag	TRHR enhancer	D1 PAM	D2 antag
N#Cc1c(N)nc2c(c1N)CC(=O)N2c1ccc(Cl)cc1	-3	14	-0.1	0	0.5%	·	1	-3	3
COc1ccc(N2CC(NC(=O)c3ccc(OC(C)C)cc3)CC2=O)cc1 (stereo not given)	10	-1	-6.2	-2	0.5%	·	1	1	·
CN1CCN(c2ccccc2NC(=O)c2ccc(OCc3ccccc3)cc2)CC1	-2	-15	-0.1	2	8.9%	10	2	-3	-5
Cc1ccc(S(=O)(=O)c2nnn3c2nc(Nc2cccc(C)c2)c2ccccc23)cc1	17	-7	-2.2	1	3.0%	4	2	1	-22
O=C(Nc1ccccc1)O[C@@H]1C[C@H]2CCC(=O)N3CC[C@@H](C1)[C@@H]23	4	·	0.2	3	-0.2%	2	19	-3	-1
CC1C/C(=N\NC(=S)NC(C)C)CC(C)(C)C1 (stereo not given)	-2	9	1.3	1	0.2%	5	-3	-3	-43
O=C(OCCOc1ccccc1)c1cc(S(=O)(=O)N2CCOCC2)ccc1Cl	0	6	-0.5	6	0.4%	-8	-1	3	-11
CCC(=O)c1cn(CC(=O)NCC2CCCO2)c2ccccc12 (stereo not given)	-5	10	-1.5	1	-0.3%	-13	9	-6	4
Cc1cccc(-n2c(SCC(=O)NC3CCCC3)nnc2-c2ccoc2C)c1	8	-12	-1.1	0	-0.9%	20	8	-2	-7
CCS(=O)(=O)Nc1cc2c3c(c1)CCN3C(=O)CC2	3	8	-0.2	5	0.6%	14	5	-1	0
COc1ccc(OC)c(S(=O)(=O)N2CCN(CC(O)CN3CCOCC3)CC2)c1 (stereo not given)	-1	-2	·	2	0.0%	15	-6	-1	·
CN1C(=O)c2ccccc2C(C(=O)O)C1c1cccc([N+](=O)[O-])c1 (stereo not given)	21	18	-0.1	4	1.1%	-7	-2	5	5

# No new results follow: an excerpt of the list.
SMILES	D2 PAM	RXFP1 antag	D2 ag	D1 ag	RXFP1 ag	D1 antag	TRHR enhancer	D1 PAM	D2 antag
CCC(=O)c1cn(CC(=O)NCC2CCCO2)c2ccccc12 (stereo not given)	-5	10	-1.5	1	-0.3%	-13	9	-6	4
Cc1cccc(-n2c(SCC(=O)NC3CCCC3)nnc2-c2ccoc2C)c1	8	-12	-1.1	0	-0.9%	20	8	-2	-7
CCS(=O)(=O)Nc1cc2c3c(c1)CCN3C(=O)CC2	3	8	-0.2	5	0.6%	14	5	-1	0
COc1ccc(OC)c(S(=O)(=O)N2CCN(CC(O)CN3CCOCC3)CC2)c1 (stereo not given)	-1	-2	·	2	0.0%	15	-6	-1	·
CN1C(=O)c2ccccc2C(C(=O)O)C1c1cccc([N+](=O)[O-])c1 (stereo not given)	21	18	-0.1	4	1.1%	-7	-2	5	5

# Continued.
SMILES	D2 PAM	RXFP1 antag	D2 ag	D1 ag	RXFP1 ag	D1 antag	TRHR enhancer	D1 PAM	D2 antag
Cc1cc(C)nc(NS(=O)(=O)c2ccc(N=NN(C)C)cc2)n1	0	1	2.0	3	5.7%	6	-4	-3	-1
CCCN(C(=O)C(C)Oc1cccc(Cl)c1)c1c(N)n(Cc2ccccc2)c(=O)[nH]c1=O (stereo not given)	14	0	1.9	6	-3.8%	-12	2	-2	-7
COc1ccc(NC(=O)NNS(=O)(=O)c2cc(C)ccc2C)cc1OC	1	1	0.4	1	-0.1%	-18	-8	0	11
Cc1nnc(SCC(=O)N2CCOCC2)s1	7	7	-2.6	1	-0.4%	4	17	-3	-13
CCOC(=O)CSc1nc(C)c(C(C)=O)cc1C(N)=O	-1	-11	0.0	0	0.5%	2	0	-1	1
COc1cc(OC)nc(NC(=O)CS(=O)(=O)c2ccccc2)n1	14	-4	-1.3	-1	3.7%	5	11	0	4
Oc1ccc(Cl)cc1C1=Nc2ccccc2N=C(c2ccco2)C1	-1	-16	0.5	0	-0.7%	10	9	-5	-13
COc1cc2nc(N(CCN(C)C)C(=O)c3ccc(S(=O)(=O)N(C)CC4CCCO4)cc3)sc2cc1OC (stereo not given)	1	-22	-0.2	2	-4.4%	-10	-2	3	-8
CCOC(=O)C1CCCN(c2nc3ccccc3nc2C(C#N)C(=O)OC(C)COC)C1 (stereo not given)	-10	-12	0.9	8	0.8%	-2	7	-3	-2
CCOc1cccc2sc(NC(=O)c3ccc(S(=O)(=O)N4CCc5ccccc54)cc3)nc12	11	-3	-0.3	3	-1.3%	24	6	-2	·
C=CCN(CC=C)S(=O)(=O)c1ccc2nsnc2c1	0	-1	-0.1	1	1.8%	3	15	-4	4
COc1ccc(Cn2c(CNS(=O)(=O)c3ccc4c(c3)CCCC4)nc3cccnc32)cc1	7	-17	0.3	5	-1.0%	11	1	-5	·
Cc1cc(C)cc(NC(=O)[C@@H](NC(=O)c2ccco2)C(C)C)c1	10	-7	-1.3	0	2.3%	10	3	-1	12
CCOC(=O)c1c(NC(=O)CSc2nncs2)sc(C)c1-c1ccccc1	2	2	0.6	6	3.5%	3	-12	4	4
O=C(NCC(c1ccco1)N1CCCC1)c1sc2ccccc2c1Cl (stereo not given)	-23	-32	-0.7	2	-0.5%	-3	-4	-6	-32
CSc1ncc(Cl)c(C(=O)Nc2cccc(Cl)c2)n1	-5	-8	-1.9	1	0.8%	6	-2	-1	26
O=C(COC(=O)Cn1cnc2ccccc21)Nc1cccc(S(=O)(=O)N2CCOCC2)c1	4	-13	0.1	3	0.7%	10	-2	-6	-12
COc1ccc(NC(=O)CSCC(=O)N2CCN(C(=O)c3ccco3)CC2)cc1	-3	6	0.5	3	1.8%	-63*	0	·	-8
O=C1CC(c2cccc(Br)c2)C2=C(CCCC2=O)N1 (stereo not given)	6	·	-0.4	8	5.4%	-5	7	0	1
COc1ccc(N2CC(NC(=O)/C=C\c3ccccc3)CC2=O)cc1OC (stereo not given)	14	·	0.5	-5	0.5%	·	0	2	·
CN(C)c1ccc(-c2nnc(-c3cccs3)o2)cc1	-1	-10	-0.1	2	?	1	-6	-1	0
O=C(Cn1nc(-c2ccc(N3CCOCC3)c([N+](=O)[O-])c2)c2ccccc2c1=O)N1CCCCC1	-4	1	0.3	0	12%	·	25	-2	6
COc1ccc(S(=O)(=O)N2CCOCC2)cc1NC(=O)CN1CCCCCC1	-11	13	0.7	-1	0.4%	12	-8	-3	0
COC(=O)c1ccc(/C=C/c2c(-c3ccc(OC)cc3)oc3ccccc23)cc1	4	·	0.7	2	12%	6	25	-2	47*
COc1ccc(NC(=O)/C(C#N)=C/c2cccnc2)c(OC)c1	4	-1	0.1	6	-1.1%	2	0	0	-12
Cc1ccc(NC(=O)CCc2nnc3ccc(N4CCN(C)CC4)nn23)cc1F	-10	12	0.6	6	25µM*	-3	1	8	18
O=C(CSc1cccc[n+]1[O-])Nc1ccccc1Oc1ccccc1	5	-18	1.8	1	0.7%	3	-11	1	-5

# Screening data as filed in PubChem BioAssay.

# An excerpt, so the mix of outcomes need not match the whole.
